Screening results (PubChem BioAssay)
TAG inh: reduces triacylglycerol accumulation in H9c2 cells; 230,000 compounds, 0.66% hits; inhibition, % at 12.5 µM; Nile Red lipid (TAG) fluorescence; cells loaded with 200 µM oleic acid;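 active = pattern-corrected inhibition of lipid staining of at least 50% with the nuclear-stain viability signal not falling by more than 50%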;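 note: 0% = DMSO wells and 100% = triacsin C control wells; some results filed as inactive read as strong as hits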
TAG inh DAPI viability: also measured in TAG inh; calls as there; DAPI nuclei signal change (viability), lower = more cytotoxic, %;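 whole-well DAPI fluorescence read on a plate reader as a viability signal; minus 50 percent equals half of cells still viable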
An asterisk follows results filed as active.

SMILES	TAG inh	TAG inh DAPI viability
O=C(CCc1c[nH]c2ccccc12)N1CCN(S(=O)(=O)c2ccc(F)cc2)CC1	14	0
CCN(CCO)Cc1csc2ccc(Br)cc12	-23	11
CCN(CC)S(=O)(=O)C1CCS(=O)(=O)C1 (configuration not stated)	-1	16
Cc1c(NC(=O)COC(=O)c2ccc(Cl)nc2)c(=O)n(-c2ccccc2)n1C	-3	4
CCC(c1nnnn1C1CCCCC1)N1CCN(C2CCCC2)CC1 (configuration not stated)	6	10
Cc1cccc(C)c1NC(=O)CNC(=O)Cn1nc(C)c(C)c(C#N)c1=O	5	4
Clc1ccc(-c2c[n+](Cc3cccc(Cl)c3)c3n2CCC3)cc1	-13	28
CCC(C)(C)NC(=O)C(c1ccccn1)N(C(=O)c1csnn1)c1ccc(C)c(C)c1 (configuration not stated)	5	3
COCCNS(=O)(=O)c1cccc2cccnc12	-10	0
Cc1ccc(S(=O)(=O)NC(=O)Nc2nnc(C)s2)cc1	-34	-15
CCN(CC)CCNc1oc(-c2ccccc2)nc1S(=O)(=O)c1ccccc1	-4	12
CCCCC(=NCCc1c(C)[nH]c2ccc(OC)cc12)C1=C(O)CC(c2ccccc2)CC1=O (configuration not stated)	61*	-31*
CCN1CCN(C(=O)C2CCN(S(=O)(=O)c3ccc(Br)cc3)CC2)CC1	-10	6
CC(C)NS(=O)(=O)c1ccc(OCC(=O)Nc2ccc3c(c2)OCO3)c(Cl)c1	-3	4
Cc1ccc2nc(NCc3ccc(F)cc3)c3nncn3c2c1	-13	-1
Cc1cc(C)n2c(SCC(=O)Nc3cc(C)on3)nnc2n1	5	-2
Cc1cccc(-n2cnc(C(=O)NNC(=S)Nc3ccccc3)c2)n1	5	-12
COc1ccc(CCNC(=S)NC(=O)c2ccccc2)cc1C	-8	-3
CCOC(=O)Cn1c(C)c(Br)c(COC)c(C#N)c1=O	-45	2
CCNC(=O)C1(C)CCCN1C(=O)c1cc(C)on1 (configuration not stated)	6	-2

Exported with bars between the fields: entries from further up.
SMILES | TAG inh | TAG inh DAPI viability
Cc1cccc(C)c1NC(=O)CNC(=O)Cn1nc(C)c(C)c(C#N)c1=O | 5 | 4
Clc1ccc(-c2c[n+](Cc3cccc(Cl)c3)c3n2CCC3)cc1 | -13 | 28
CCC(C)(C)NC(=O)C(c1ccccn1)N(C(=O)c1csnn1)c1ccc(C)c(C)c1 (configuration not stated) | 5 | 3
COCCNS(=O)(=O)c1cccc2cccnc12 | -10 | 0
Cc1ccc(S(=O)(=O)NC(=O)Nc2nnc(C)s2)cc1 | -34 | -15
CCN(CC)CCNc1oc(-c2ccccc2)nc1S(=O)(=O)c1ccccc1 | -4 | 12
CCCCC(=NCCc1c(C)[nH]c2ccc(OC)cc12)C1=C(O)CC(c2ccccc2)CC1=O (configuration not stated) | 61* | -31*
CCN1CCN(C(=O)C2CCN(S(=O)(=O)c3ccc(Br)cc3)CC2)CC1 | -10 | 6
CC(C)NS(=O)(=O)c1ccc(OCC(=O)Nc2ccc3c(c2)OCO3)c(Cl)c1 | -3 | 4
Cc1ccc2nc(NCc3ccc(F)cc3)c3nncn3c2c1 | -13 | -1
Cc1cc(C)n2c(SCC(=O)Nc3cc(C)on3)nnc2n1 | 5 | -2
Cc1cccc(-n2cnc(C(=O)NNC(=S)Nc3ccccc3)c2)n1 | 5 | -12
COc1ccc(CCNC(=S)NC(=O)c2ccccc2)cc1C | -8 | -3
CCOC(=O)Cn1c(C)c(Br)c(COC)c(C#N)c1=O | -45 | 2
CCNC(=O)C1(C)CCCN1C(=O)c1cc(C)on1 (configuration not stated) | 6 | -2

Carrying on:
SMILES	TAG inh	TAG inh DAPI viability
Cc1cccc(N2CCN(C(=O)c3cn4ccccc4n3)CC2C)c1 (configuration not stated)	-15	4
CCC(C)C1/C=C\CC(NC(=O)OCC2c3ccccc3-c3ccccc32)CC(=O)N1Cc1ccccc1 (configuration not stated)	20	1
CC1=CS/C(=C(/C#N)C(=O)NCc2ccco2)N1c1ccccc1	-9	7
O=C(c1ccco1)N1CCN(Cc2ccc(F)cc2Cl)CC1	0	0
COc1ccc(CNC(=O)CCC(=O)Nc2ccc(Cl)cc2)cc1	-15	-1
CCOC(=O)c1cnc(N)nc1C(F)(F)F	-2	-2
CCCCC1=NN(C(=O)c2ccco2)C(O)(C(F)(F)F)C1 (configuration not stated)	4	0
CCc1ccc(NC(=O)C2CCN(S(=O)(=O)c3ccc4c(c3)CC(C)N4C(C)=O)CC2)cc1 (configuration not stated)	-8	3
COc1ccccc1NC(=O)CCSc1nnnn1C	-4	15
O=C(CCn1c(=O)oc2ccccc21)N1CCN(c2ccccc2Cl)CC1	7	-10
Cc1cc(NC(=O)CC23CC4CC(C2)CC(CC(=O)Nc2cc(C)on2)(C4)C3)no1	5	-25
Cc1cc(N2CCN(c3ccc(F)cc3)CC2)nc2cc(O)ccc12	-26	5
N#Cc1ccc(N2CCCC2C(=O)O)c([N+](=O)[O-])c1 (configuration not stated)	10	-5
CCCn1c(C2CCCN2c2nc(-c3ccc(C)cc3)cs2)nc2ccccc21 (configuration not stated)	7	-4
CN1OC[C@@H]2CN(C(=O)CCc3ccccc3)[C@H](c3cccc(N4CCOCC4)c3)C[C@@H]21	-4	3
COc1ccc(OC)c(Nc2nc(C3CC3)nc3c2nnn3Cc2ccccc2)c1	6	14
CC(C)CN(C(=O)C1CC1)c1c(N)n(Cc2ccccc2)c(=O)[nH]c1=O	1	-4
Cc1c(C(=O)Nc2cc(S(=O)(=O)N3CCOCC3)ccc2N2CCOCC2)oc2ccccc12	9	4
COc1ccc(-c2cccc(NS(=O)(=O)c3cc([N+](=O)[O-])ccc3Cl)c2)nn1	11	-2
CN(C)C=Nc1nonc1-c1ncn[nH]1	11	0
O=C(Cc1c(Cl)cccc1Cl)N1CCN(S(=O)(=O)c2cccs2)CC1	4	7
CN1CCN(C(=O)c2cnn3c(C(F)(F)F)cc(-c4cccs4)nc23)CC1	3	24
Cn1c(Cc2nc(-c3cnccn3)no2)nnc1SCC(=O)Nc1ccccc1	0	0
CCOC(=O)C(CC)(CCC(=O)O)c1csc(Nc2ccc(C)cc2)n1 (configuration not stated)	-30	12
COC(=O)CSc1nnc(-c2ccccc2O)n1-c1ccc(C)cc1	-3	14
CCN(C(=O)COC(=O)c1ccc2ccccc2n1)c1c(N)n(Cc2ccccc2)c(=O)[nH]c1=O	3	4
Cn1c(N)c(C(=O)Nc2ccc(-c3ccccc3)cc2)sc1=S	-2	3
Cc1ccccc1-c1nc(-c2cccnc2)no1	-5	14
CCN(CC)CCN(C(=O)c1ccc2c(c1)CCCC2)c1nc2ccc(C)cc2s1	-25	18
O=C(NCCCCc1ccccc1)c1cccc(NC(=O)c2ccccc2)c1	17	-2
Cc1cc(-c2cc(-c3ccc(Cl)cc3)on2)nc(NCC2CC2)n1	-7	16
CC(Sc1nnnn1C)C(=O)NC1CCCC1 (configuration not stated)	-14	11
O=C(Nc1ccc(-n2ccc(C(F)(F)F)n2)cc1)Nc1cccc(Cl)c1	-21	-5
CN(C)CC(C)(C)CNC(=O)c1cc(Br)cc(Br)c1O	7	-11
CCc1nnc(NC(=O)C=C(C)C)s1	7	-4
COC(=O)c1ccc(C2CC(=O)Nc3cc(OC)c(OC)c(OC)c32)cc1 (configuration not stated)	11	-2
CCc1nc2c(OCCn3cccc3)cccn2c1N(C)C(=O)c1ccccc1F	-6	-3
COc1cc(/C=N/NC(=O)c2ccc(N)cc2)ccc1OC(=O)c1cccc(C)c1	-6	0
CN(C)S(=O)(=O)c1ccc(C(=O)Nc2cccc(C(=O)N3CCOCC3)c2)cc1	5	0
O=CC1=C(N2CCOCC2)/C(=C/c2ccc(Cl)cc2)CC1	-15	6
Cc1ccc(OC(=O)c2ccccc2C(=O)OCC(F)(F)C(F)F)cc1	-7	7
c1cnc2ccc3ncccc3c2c1	16	-6
CC(=O)Nc1cccc(Oc2cc(C#N)c(C#N)cc2N2CCCCCC2)c1	-5	7
CN(C(=O)c1cccc(NC(=O)Cc2cccc(NC(=O)C3CCCN(C(=O)CCc4ccccc4)C3)c2)c1)C1CCC1 (configuration not stated)	15	-4
O=C(CN1CCOCC1)N/N=C/c1ccc(-c2cccc(Cl)c2Cl)o1	22	1
COc1ccc(-c2c(-c3ccc(O)cc3O)n[nH]c2C(F)(F)F)cc1	-12	10
CC(=NNC(=S)N(Cc1ccccn1)Cc1ccccn1)c1cnccn1	29	-34
COc1cccc(CN2CCN(Cc3cccc4c3OCO4)CC2CCO)c1 (configuration not stated)	-17	16
CSC1=N/C(=C\c2c(F)cccc2Cl)C(=O)S1	6	-5
NNC(=O)C1SCCN1S(=O)(=O)c1ccc(Cl)cc1 (configuration not stated)	4	-1
COc1ccc(-c2csc(NC(=O)c3c(C)noc3C)n2)cc1F	-10	2
COc1cccc(C(=O)Cn2c(=O)n(CC3CCCO3)c(=O)c3ccccc32)c1 (configuration not stated)	19	-8
O=S(=O)(N1CCCCC1)N1CCCN(S(=O)(=O)N2CCCCC2)CC1	-3	-4
COc1ccc(Cl)cc1C(=O)Nc1nnn(C)n1	2	-22
CCCN1C2CCCC1CC(NC(=O)c1ccc(F)cc1)C2 (configuration not stated)	1	-5
COc1cc(/C=N/n2nnnc2N)ccc1OC(C)=O	-7	2
CC(NC(=O)c1ccc(Cl)cc1)C(=O)N1CCCCC1 (configuration not stated)	1	1
Cn1nnc2cc(C(=O)Nc3ccccc3)ccc21	0	-3
Cc1ccccc1/C=N/Nc1ccc(Cl)nn1	19	-2
CCCCCC(=O)N1C[C@H](O)[C@@H](n2cc(-c3ccc(F)cc3)nn2)C[C@@H]1c1ccc(OC)cc1	8	-12

Other compounds
SMILES	TAG inh	TAG inh DAPI viability
COc1ccccc1NC(=O)C(C)OC(=O)/C(=C/c1ccccc1)NC(C)=O (configuration not stated)	1	2
CCN1C(=O)[C@H]2[C@@H](c3ccc(-c4ccc(F)cc4)cc3)N[C@@](CC(C)C)(C(=O)OC)[C@H]2C1=O	33	5
O=C(c1cc(-c2ccccc2O)on1)N1CCc2ccccc2C1	-25	7
CN(Cc1ccc(F)cc1)C(=O)C(Cc1ccccc1)NC(=O)c1ccccc1 (configuration not stated)	12	-10
NC(c1csc(NC(=O)c2cccc(OC(F)(F)F)c2)n1)c1ccccc1Cl (configuration not stated)	13	23
OC(CN(Cc1ccccc1)Cc1ccccc1)c1ccccc1 (configuration not stated)	-61	11
O=C(c1ccc(CN2CCOCC2)cc1)N1CCC(Cc2ccccc2)CC1	17	-20
COc1ccc(-c2nn(-c3ccccc3)cc2C(=O)N2CCN(S(=O)(=O)c3ccccc3[N+](=O)[O-])CC2)cc1	4	-6
COCc1nnc(NS(=O)(=O)c2ccc(F)cc2)s1	5	-2
COc1ccc(N/N=C(\C#N)C(=O)NCCc2ccc(OC)c(OC)c2)cc1	-11	7
CCCn1c(SCC(=O)Nc2nnc(C)s2)nnc1-c1ccoc1C	-15	2
O=C(CNC(=O)Cc1ccccc1)NCc1cccs1	-17	-5
Cc1cc2c(cc1C)NC(=O)C(C)CN2 (configuration not stated)	23	-7
Cc1ccc(NC(=O)C(NS(=O)(=O)c2cccc3nsnc23)C(C)C)nc1 (configuration not stated)	10	-1
CC[C@H](C)Cc1cn([C@@H](CCCN=C(NC(=O)OC(C)(C)C)NC(=O)OC(C)(C)C)C(=O)NCCCCCCCCCCC(=O)N2CCN(C(=O)OC(C)(C)C)CC2)nn1	15	-34
COc1ccc2nc(SCC(=O)c3c(N)n(C4CC4)c(=O)[nH]c3=O)[nH]c2c1	-2	-9
CC(C)NC(=O)NC(=O)COc1cccc2c1OC(C)(C)C2	-7	-4
Cc1ccc(NC(=O)CSCC(=O)N2CCN(C(=O)c3ccco3)CC2)cc1	18	-5
CN(Cc1ccccc1)C(=O)c1ccco1	4	-14
C=CCOc1ccc(C=NNc2ccc(S(=O)(=O)Nc3ccccc3C(=O)O)cc2[N+](=O)[O-])cc1OC	-1	-1
O=C(COC(=O)c1ccc[n+]([O-])c1)Nc1ccc([N+](=O)[O-])cc1C(F)(F)F	10	-6
O=C(NNC(=O)c1ccc(Oc2cc(Cl)cc(Cl)c2)o1)c1ccccc1	-3	4
c1cn(CCCNC2=NCCCCC2)cn1	-8	-7
NC(=O)CSc1oc(-c2cccs2)nc1S(=O)(=O)c1ccccc1	-11	-4
O=C(CCc1nnc(CCCc2ccccc2)o1)NCCc1ccco1	7	0
CCc1cc(C(=O)NCC(c2ccc(OC)cc2)N2CCOCC2)sc1C (configuration not stated)	19	-6
CC(=O)Nc1cc(-c2cccc(C(=O)NCCN(C)C)c2)cn2c(-c3ccccc3)cnc12	15	11
CSCCCc1cn([C@@H](CO)C(=O)NCCCCCCCCCCC(=O)N2CCNCC2)nn1	12	17
CCOC(=O)C(CO)(NC(C)=O)C(=O)OCC	12	2
COCCCNC(=O)c1ccc(-c2csc(C)n2)cc1	6	-6
O=C(/C=C/c1ccc(OC(F)F)cc1)Nc1cccc(S(=O)(=O)N2CCOCC2)c1	-18	12
c1ccc(CSc2nnc(NC3=NCCCCC3)s2)cc1	-11	1
CN(C(=O)COC(=O)c1ccc(Br)c([N+](=O)[O-])c1)c1c(N)n(Cc2ccccc2)c(=O)[nH]c1=O	3	-1
OCCN(CCCn1c(-c2ccncc2)nc2ccccc21)c1nc(CN2CCCCC2)cs1	19	3
O=C(CSc1nnc(-c2ccncc2)n1-c1ccc(Cl)cc1)Nc1ccc(C(=O)O)cc1	0	0
CCN(CC(=O)Nc1ccccc1OC)C(=O)CSCc1c(C)noc1C	-6	-3
Cc1ccc(Sc2cc(C)nc(-c3ccccn3)n2)cc1	3	14
COc1ccc([C@H]2N[C@]3(CCCN(Cc4ccc(C(F)(F)F)cc4)C3=O)[C@H]3C(=O)N(C)C(=O)[C@@H]23)cc1	-5	0
CCCc1cc(=O)[nH]c(SCC(=O)N2CCc3ccccc3C2)n1	-4	-1
CCn1nc(C(=O)NCCc2ccc3c(c2)OCCO3)c2ccccc2c1=O	-3	-1
COc1ccc(/C=N/NC(=O)COc2cccc3cccnc23)cc1OC	-7	3
COCCn1c(SCC(=O)NNC(=O)c2ccc(OC)c(OC)c2)nc2ccccc2c1=O	-2	-6

Some of the compounds tested. The share of hits here may be higher or lower than overall.
